D2 agonist: agonists of human D2 dopamine receptor; P14416; HEK293 T-REx D2 cells, calcium flux agonist mode; activation, % at 2 µM; 0.53% of 340,000 active; AID 485358;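 active = activation over 3 SD above normal in the single-dose calcium agonist read, cut at about 30% in these data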; also: 0% is about no effect
Target sequence (P14416 whole entry, looked up): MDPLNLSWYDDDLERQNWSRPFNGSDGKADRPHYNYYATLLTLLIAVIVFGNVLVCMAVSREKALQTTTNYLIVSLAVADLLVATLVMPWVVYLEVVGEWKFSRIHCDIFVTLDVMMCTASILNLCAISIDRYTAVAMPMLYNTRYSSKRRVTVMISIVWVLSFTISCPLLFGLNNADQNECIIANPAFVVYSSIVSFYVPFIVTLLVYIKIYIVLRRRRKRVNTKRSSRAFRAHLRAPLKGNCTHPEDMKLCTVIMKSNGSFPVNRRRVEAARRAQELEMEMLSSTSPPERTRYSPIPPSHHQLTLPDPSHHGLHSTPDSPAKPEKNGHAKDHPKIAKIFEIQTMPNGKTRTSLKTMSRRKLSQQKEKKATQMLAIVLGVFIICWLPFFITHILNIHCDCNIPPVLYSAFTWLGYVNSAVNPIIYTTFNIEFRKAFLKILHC
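Agonism scored from kinetic calcium signal (1 read/sec, 180 s) following compound pin transfer, after a 10 s baseline. Cells: HEK293 Trex line expressing inducible D2 receptor coupled to calcium, dye-loaded after overnight culture at 30 C.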
Vif-A3F inh: inhibitors of Vif-A3F interaction. HeLa A3F-eYFP + Vif (tagged APOBEC3F with the HIV-1 protein that degrades it), YFP fluorescence increase. Potency, µM (top dose mostly 46.1 µM), inactives show top-dose activity, negative = active. 0.2% of 390,000 active. AID 602313; also: potency is read from the fitted curve at half-maximal effect; % of control where 0% means no effect; nearly all actives have a fitted effect of over 65% in size
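HeLa cells stably expressing Vif plus C-terminally eYFP-tagged A3F were seeded, incubated overnight at 37 deg C, dosed with compound, incubated overnight again at 37 deg C. Yellow fluorescence (Ex 488/Em 500-530) reported blocked Vif-mediated A3F-eYFP degradation.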
D2 antag: D2 dopamine receptor (human) antagonism; P14416; HEK293 TREx D2 cells, calcium flux, dopamine EC80; inhibition, % at 10 µM; 2% of 340,000 active; AID 485344; in the data active = inhibition above about 30%; also: 0% is about no effect
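Antagonism is scored as inhibition of an EC80 dopamine-evoked calcium signal in a force-coupled, tetracycline-inducible HEK293 T-REx D2 line, with compound present 180 s before agonist.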
RGS4 inh: inhibitors of human regulator of G protein signaling 4. P49798. Transcreener GDP fluorescence polarization, RGS4-accelerated GTP hydrolysis. Potency, µM (series often up to 114 µM), inactives show at the top dose activity change, negative = inhibition, usual class: inhibitors. 0.039% of 390,000 active. AID 504845; also: potency is read from the fitted curve at half-maximal effect; % is scaled to controls: 0 for no effect and ±100 for the full control effect; nearly all actives have a fitted effect of over 75% in size; some results filed as inactive show a strong effect at the top dose
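MLSMR compounds (23 nl, pin-transferred) preincubated 10 min at room temperature with a 500nM (2x) first reagent, then RGS4 at 900nM (2x) plus Transcreener GDP mix added; fluorescence polarization (620/688 nm) read before and after 90 min at 30 °C.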
LDHA block: inhibitors of human lactate dehydrogenase A; activity change, % (values are at about 110 or 230 µM); purified LDHA, NADH/diaphorase-resazurin fluorescence; hits give low values; 0.15% of 480,000 active; in the data active = activity change below about -30%; inconclusive = mostly about -25% to -30%;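 also: plate controls were DMSO wells for no effect and wells without enzyme for full effect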
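Enzyme activity of human lactate dehydrogenase 5 (2 nM; 0.06 mM NADH, 0.2 mM pyruvate, 5 min, RT) is measured via a resazurin/diaphorase fluorescence readout of residual NADH.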
Vif-A3G inh: blocks the Vif interaction with human APOBEC3G; Q9HC16; HeLa A3G-eYFP + Vif (tagged APOBEC3G with the HIV-1 protein that degrades it), YFP fluorescence, overnight; Potency, µM (top dose mostly 46.1 µM), inactives show at the highest dose activity, negative = active, hits mostly inhibitors; 0.076% of 410,000 active; AID 602310;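 also: potency is read from the fitted curve at half-maximal effect; % is scaled to controls: 0 for no effect and ±100 for the full control effect; nearly all actives have a fitted effect of over 60% in size; hits raise eYFP signal because A3G escapes Vif-driven loss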
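HeLa cells stably expressing Vif and C-terminally eYFP-tagged A3G, seeded overnight at 37 deg C, then exposed to compound by pintool overnight at 37 deg C. Rise in yellow fluorescence (Ex 488/Em 500-530, Acumen) marks blocked Vif-driven A3G degradation.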
ALOX12 inh: blocks human arachidonate 12S-lipoxygenase. P18054. purified 12hLO, xylenol orange hydroperoxide absorbance. Potency, µM (highest dose often 108 µM), inactives show at the top dose activity change, negative = inhibition, most hits filed as inhibitors. 1.1% of 580,000 active. AID 1671190; also: potency is read from the fitted curve at half-maximal effect; % is scaled to controls: 0 for no effect and ±100 for the full control effect
Target sequence (P18054 whole entry, looked up): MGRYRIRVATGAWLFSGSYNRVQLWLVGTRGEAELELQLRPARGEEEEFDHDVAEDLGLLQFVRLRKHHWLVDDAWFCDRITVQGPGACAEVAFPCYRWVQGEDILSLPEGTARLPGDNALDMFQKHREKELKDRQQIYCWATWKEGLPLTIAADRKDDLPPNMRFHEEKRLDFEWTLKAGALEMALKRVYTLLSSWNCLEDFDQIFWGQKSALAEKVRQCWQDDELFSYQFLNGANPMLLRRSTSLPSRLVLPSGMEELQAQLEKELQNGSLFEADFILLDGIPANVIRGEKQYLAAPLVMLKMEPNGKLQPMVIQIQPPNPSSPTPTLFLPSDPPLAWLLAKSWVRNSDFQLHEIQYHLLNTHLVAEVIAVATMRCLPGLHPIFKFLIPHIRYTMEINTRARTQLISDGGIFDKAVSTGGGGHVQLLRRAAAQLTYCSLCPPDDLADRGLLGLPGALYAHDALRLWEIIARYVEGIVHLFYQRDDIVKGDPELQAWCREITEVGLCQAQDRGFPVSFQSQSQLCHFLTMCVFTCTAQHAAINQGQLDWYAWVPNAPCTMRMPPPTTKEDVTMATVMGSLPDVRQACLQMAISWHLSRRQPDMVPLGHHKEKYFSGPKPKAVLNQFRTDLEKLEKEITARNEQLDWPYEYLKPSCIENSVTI
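Hydroperoxide product was detected by ferrous iron/xylenol orange as the 573 to 405 nm absorbance ratio. Arachidonic acid at 40 uM (final) was turned over for 30 min at room temperature by 150 nM human 12hLO, pH 7.0 Hepes buffer, after 15 min compound preincubation.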
ERG-DNA inh: inhibitors of human ERG Ets domain-DNA interaction; P11308; fluorescence polarization, His-ERG Ets domain / labelled DNA; Potency, µM (top dose mostly 76.9 µM), without a hit: top-dose FP activity, negative = inhibition, hits mostly inhibitors; 0.028% of 370,000 active; AID 624246; active = well fitted inhibition curve with a large enough effect in the polarisation, with a control signal flat; inconclusive = small, poorly fitted or top-dose-only effect, or effect the other way, or a change in a side signal; inactive = no such curve, though single readings can be large or run the other way; the % refers to the polarisation;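 also: polarization taken with two DNA probes labelled with fluorescein and Texas red; potency is read from the fitted curve at half-maximal effect; % of control where 0% means no effect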
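His-tagged ERG Ets domain (1 uM in the protein solution; 300mM KCl, 50mM Tris-HCl, 1mM EDTA, 1mM DTT, pH 7.5) received compound, then a probe mix of 5 nM fluorescein-DNA and 100nM Texas-615-DNA. Fluorescence polarization was read for both dyes.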
Glioma ERSR ind: induces the endoplasmic reticulum stress response in human glioma cells. Potency, µM, inactives show top-dose activation, actives largely listed as activators. U87-MG GRP78 promoter luciferase reporter, 16 h. 0.02% of 420,000 active; also: potency is read from the fitted curve at half-maximal effect; series mostly up to about 76 µM; % of control where 0% means no effect; nearly all actives have a fitted effect of over 35% in size
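Stably transfected U87-MG glioma cells carrying a GRP78-based luciferase sensor; 16 h compound incubation. Luminescence end-point read 10 min after Bright-Glo addition at room temperature.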
Starred values were filed as active, the others as inactive; ? = inconclusive; . = no result given; & = joins results of further samples; [ ] = dose if it differs, or a comment. Unless noted, calls follow the shape of the dose curve; as a rule, active = well fitted curve in the direction sought with a large enough effect; inconclusive = small, poorly fitted or top-dose-only effect, or another doubt; inactive = no such curve, though single readings can be large; an effect the other way counts as inactive or inconclusive. Only part of the results is shown (hit frequency here may not be typical).

The opening 2 records, to show the layout:
SMILES	D2 agonist	Vif-A3F inh	D2 antag	RGS4 inh	LDHA block	Vif-A3G inh	ALOX12 inh	ERG-DNA inh	Glioma ERSR ind
COc1ccc(-n2ccnc(NCc3ccc(Cl)cc3)c2=O)cc1	-0.5	-3%	.	-1%	-1	2%	-12%	0%	1%
CCOc1nc2ccccc2nc1NS(=O)(=O)c1ccccc1	0.1	-3%	-3	-16%	2	-5%	-12%	-1%	-2%

The list itself, from the start:
SMILES	D2 agonist	Vif-A3F inh	D2 antag	RGS4 inh	LDHA block	Vif-A3G inh	ALOX12 inh	ERG-DNA inh	Glioma ERSR ind
COc1ccc(-n2ccnc(NCc3ccc(Cl)cc3)c2=O)cc1	-0.5	-3%	.	-1%	-1	2%	-12%	0%	1%
CCOc1nc2ccccc2nc1NS(=O)(=O)c1ccccc1	0.1	-3%	-3	-16%	2	-5%	-12%	-1%	-2%
CN(C)S(=O)(=O)c1ccc(C(=O)Nc2ccccc2OC(F)(F)C(F)F)cc1	0.5	-14%	-22	13%	-11	0%	8%	3%	-3%
CCCCNC(=O)CSc1nnc(Cc2ccccc2)n1CC	0.2	-10%	-2	-4%	-5	0%	0%	8%	-5%
CC(=O)c1cccc(NC(=O)COC(=O)COc2c(Cl)cc(Cl)c3ccc(C)nc23)c1	-1.1	6%	-9	-6%	-3	-5%	-3%	-10%	-2%
Cc1ccccc1NC(=O)CSc1nc(Nc2ccccc2)nc(N2CCOCC2)n1	0.2	4%	20	24%	1	-1%	0%	-7%	0%
CC(=O)N1CCN(Cc2nc3cc(NC(=O)COc4cccc(C)c4)ccc3n2C)CC1	-0.5	2%	-4	1%	2	-2%	?	-5%	0%
COc1ccc(NC(=O)CN2CCN(C3c4ccccc4-c4ccccc43)CC2)cc1	-1.3	-9%	30	0%	5	-1%	-16%	3%	-3%
COc1ccc(C(=O)Nc2ccc(Cl)cc2C(=O)N2CCCC(C)C2)cc1 (stereo not given)	0.9	-2%	5	0%	0	-5%	63%	-2%	-6%
CCCCCn1c(=O)[nH]c2cc(C(=O)NCCCN3CCCCC3)ccc2c1=O	0.0	-9%	-26	4%	-2	-1%	-14%	-2%	-5%
COc1cc(OC)c(OC)cc1CN1CCN(c2ccc(F)cc2)CC1	-1.2	10%	2	23%	-21	1%	-92%	2%	-5%
CCOc1ccc(-c2nnc3ccc(SCC(=O)Nc4nc5ccc(C)cc5s4)nn23)cc1	2.3	-8%	-18	-36%	-6	-9%	-24%	-1%	1%
Cc1onc(-c2c(F)cccc2Cl)c1C(=O)OCC(=O)Nc1c(C)n(C)n(-c2ccccc2)c1=O	0.5	-6%	-26	-34%	-3	1%	-1%	5%	-9%
Cc1c(OC(C)C(=O)NC(Cc2c[nH]c3ccc(O)cc23)C(=O)O)ccc2c1oc(=O)c1ccccc12 (stereo not given)	-0.5	0%	9	-31%	13	3%	-16%	8%	-3%
O=C(O)c1ccc(Cl)c(NC(=O)C2CCN(S(=O)(=O)c3cccs3)CC2)c1	.	-8%	.	.	-12	0%	13%	.	-3%
COc1ccccc1NC(=O)N1CCc2[nH]c3ccc(Cl)cc3c2C1	0.6	-1%	30	6%[11.4 µM]	-8	-5%	14%	1%	-1%
Cc1cn2c(=O)c(S(=O)(=O)NCCc3ccccc3)c(C)nc2s1	0.4	-2%	.	14%	-4	-1%	0%	3%	-4%
Cc1ccsc1/C=N/n1c(-c2ccco2)n[nH]c1=S	.	-1%	.	-47%	-5	-5%	?	4%	-2%
CCOC(=O)c1ccc(N2C(=O)c3n[nH]c(-c4ccco4)c3C2c2ccc(OC)cc2OC)cc1 (stereo not given)	-0.5	-3%	.	-16%	3	1%	?	-5%	0%
O=C(CS(=O)(=O)c1ccccc1)N1CCCCC1	0.3	0%	0	3%	-3	-1%	0%	0%	3%
CC1(C)CC(=O)C(C=N)=C(O)C1	0.5	4%	4	?	-4	-2%	-3%	2%	-5%
CN(C)S(=O)(=O)Oc1cccc(C(=O)Nc2ccc([N+](=O)[O-])cc2)c1	0.2	5%	-5	-22%	-10	13%	-2%	-13%	5%
Cn1c(=O)c2c(nc(CN3CCN(C(=O)c4ccco4)CC3)n2CC(N)=O)n(C)c1=O	0.1	-19%	19	10%	-9	4%	-3%	-1%	0%
COC(=O)c1ccc(COc2cccc3c2OC(C)(C)C3)cc1	0.3	-12%	-11	-14%	-3	1%	?	5%	1%
C=CCn1c(SCC(=O)NCC2CCCO2)nc2scc(-c3ccco3)c2c1=O (stereo not given)	0.1	-5%	-7	?	-2	0%	-21%	-15%	-4%
O=C(Nc1ccc2nc(-c3ccccn3)c(-c3ccccn3)nc2c1)N1CCCC1	.	.	.	11%	7	-1%	.	.	-4%
Cc1cc(=O)n2c(-c3ccccc3C)n[nH]c2n1	0.1	-20%	9	11%	-12	-2%	-4%	?	3%
CC(C)(C)C(=O)OC/C(N)=N/OC(=O)c1ccc(Cl)c(Cl)c1	0.8	-9%	7	1%	0	1%	230%[activator]	-4%	1%
Cc1cccc(OCCC(=O)Nc2c(C)n(C)n(-c3ccccc3)c2=O)c1	0.3	4%	23	20%	-8	-6%	36%	-19%	-1%
COc1ccc(OC)c(NC(=O)Cn2c(=O)cc(C)c3c(C)nn(-c4cccc(Cl)c4C)c32)c1	0.3	-18%	.	14%	-2	-12%	?	-2%	5%
CC(=O)c1ccc(OCC(=O)N2CCN(S(=O)(=O)c3ccc(C)cc3C)CC2)cc1	0.9	5%	1	-17%	-1	3%	-6%	-3%	-3%
CCCOc1ccc(-c2nc(C#N)c(N3CCc4ccccc4C3)o2)cc1	-0.3	0%	-7	24%	-4	-1%	0%	-7%	-2%
CCN(C(=O)CSc1nnc(-c2c[nH]c3ccccc23)n1C1CC1)C1CCS(=O)(=O)C1 (stereo not given)	0.3	2%	0	-8%	-5	-2%	?	-1%	-5%
C[C@]12c3[nH]c4cc(-c5ccco5)ccc4c3CCN1C(=O)[C@@H](CC(=O)NCC13CC4CC(CC(C4)C1)C3)C[C@@H]2C(=O)N1CCCCC1	.	0%	.	-34%	-2	-1%	-25%	22%	-2%
COc1ccc(CCNC(=O)c2cnn(-c3ccc(F)cc3)c2C2CCN(C(=O)OC(C)(C)C)CC2)cc1OC	-1.7	5%	.	-29%	1	1%	11%	-1%	-1%
CCOc1cccc2c1OC1(C)CC2NC(=O)N1c1cccc(C(=O)N2CCN(c3ccccn3)CC2)c1 (stereo not given)	0.2	5%	-9	1%	-1	-7%	9%	-1%	-6%
NC(=O)NC(=O)CSc1ccccc1	2.1	-18%	-9	-14%	0	0%	1%	-5%	-6%
COC(=O)c1c(NC(=O)CS(=O)(=O)c2ccc(C)cc2)sc2c1CCCC2	-1.3	2%	.	-9%	-11	5%	?	4%	-2%
CNC(=S)NCCC(c1ccccc1)c1ccccc1	-0.5	0%	-18	-32%	-1	4%	?	14%	-1%
CN(C(=O)c1cccc(NC(=O)Cc2ccc(NC(=O)C3CCN(C(=O)C4CC4)CC3)cc2)c1)C1CCCC1	.	2%	.	7%	-7	-1%	6%	-3%	-1%
O=C1N/C(=C/c2cccn2-c2ccccc2)C(=O)N1Cc1ccccc1F	-0.2	?	-7	14%	2	-9%	9%	3%	-5%
O=C(CCC1CCCC1)N[C@@H](Cc1ccc(O)cc1)C(=O)O	-0.1	0%	-14	-4%	-4	-1%	0%	-14%	-7%
O=C(COC(=O)c1cccc(C(F)(F)F)c1)NC(=O)NC1CCCC1	.	-5%	.	-14%	0	-12%	2%	3%	-3%
CCCCOc1ccc(C2C(C(=O)c3ccc(C)o3)=C(O)C(=O)N2CC2CCCO2)cc1 (stereo not given)	-0.4	-11%	-4	-15%	2	0%	?	3%	-2%
Cc1c(NC(=O)c2cc(-c3ccc(O)cc3)on2)c(=O)n(-c2ccccc2)n1C	-0.8&-0.6	-8%&-6%	9	3%[11.4 µM]	-9&1&-4	2%&-8%	7%&13%&-13%	2%&4%	0%&-6%
Cc1ccc(-c2nn(CCC(N)=O)c(=O)c3ccccc23)cc1	-0.7&-0.4	0%&1%	12	3%&3%	-7&-3	-2%&-8%	1%	4%&-5%	-2%&-3%
C=CCN(c1ccccc1OC)S(=O)(=O)c1ccc(Cl)c(C(=O)Nc2ccc(N3CCOCC3)cc2)c1	.	18%	.	-1%	-1	0%	-18%	4%	0%
O=C(NCc1ccco1)C(=O)NCC(c1ccco1)N1CCOCC1 (stereo not given)	0.8	1%	-2	-14%[11.4 µM]	-3	2%	13%	7%	-5%
COc1ccccc1-c1nnc(NC(=O)c2ccc(S(=O)(=O)N(C)C)cc2)o1	-1.1	5%	-6	-11%	4	0%	1%	0%	7%
O=C(OC(C(=O)NCc1ccco1)C(OC(=O)c1ccccc1)C(=O)NCc1ccco1)c1ccccc1 (stereo not given)	.	-12%	.	15%	-1	-1%	5%	.	-4%
O=C(NCc1ccc(F)cc1)c1cc2ccccc2o1	-1.6	-6%	-9	16%	6	1%	0%	11%	0%
CC(=O)OCCCCON1C(=O)c2ccccc2C1=O	0.3	.	-15	4%	-3	-2%	?	-6%	-3%
CCOc1ccc(S(=O)(=O)N2CCN(Cc3ccc4c(c3)OCO4)CC2)cc1OCC	-0.3	-2%	7	6%	-4	-3%	3%	0%	-4%
CCn1nnc2cc(C(=O)N3CCC(C(=O)OC)CC3)ccc21	.	-2%	.	-4%	-5	-2%	-13%	14%	-3%
CCCOc1ccc(Oc2nc(NCC(C)C)nc(N3CCOCC3)n2)nn1	-0.3	-15%	.	6%	1	-1%	0%	-3%	-1%

From PubChem
